Peg3 promoter – Peg3 promoter activity inhibition; hit rate 1.7% among 360,000; inhibition, % at 20 µM; HeLa PEG-Prom luciferase reporter, luminescence, overnight; AID 588405;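 active means inhibition of at least 50% at 20 µM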
NR2E3 ag-1 – activates human NR2E3 receptor; Q9Y5X4; CHO-S Gal4-NCOR/VP16-NR2E3 two-hybrid, luciferase; inhibition of corepressor binding, % at 3.98 µM; hit rate 0.35% among 360,000; AID 602229;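 active means inhibition above the mean of all tested compounds plus 3 SD, cut at about 70% in these data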;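 further: 0% = DMSO with NR2E3 transfected cells and 100% = cells lacking NR2E3 construct; higher means lower luciferase signal from less NR2E3 corepressor binding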
Target sequence (Q9Y5X4 whole entry, looked up, the tested form may be a part): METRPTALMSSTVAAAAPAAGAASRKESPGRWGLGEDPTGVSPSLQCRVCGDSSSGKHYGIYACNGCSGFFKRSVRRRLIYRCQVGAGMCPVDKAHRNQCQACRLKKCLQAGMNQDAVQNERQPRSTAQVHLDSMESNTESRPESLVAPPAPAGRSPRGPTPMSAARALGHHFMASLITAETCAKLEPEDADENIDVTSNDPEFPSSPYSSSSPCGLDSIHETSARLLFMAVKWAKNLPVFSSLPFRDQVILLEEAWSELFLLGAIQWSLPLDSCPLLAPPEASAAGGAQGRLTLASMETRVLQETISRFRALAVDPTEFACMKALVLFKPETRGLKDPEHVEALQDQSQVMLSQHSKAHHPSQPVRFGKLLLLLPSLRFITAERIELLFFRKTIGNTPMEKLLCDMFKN
iPSC survival up – enhancers of human iPSC single-cell survival. survival enhancement, % at 20 µM. hiPSC single-cell survival, ATPlite luminescence; 100% = ROCK inhibitor wells, 0% = DMSO. hit rate 0.044% among 360,000. AID 602274; in the data active means survival enhancement above about 18%;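 further: cells exposed to compounds for 16 hours before the ATP read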
NR2E3 ag-2 – agonists of human nuclear receptor NR2E3; Q9Y5X4; GST-NR2E3/biotin-RetCOR TR-FRET, 1536-well; inhibition of corepressor binding, % at 4.78 µM; hit rate 0.12% among 320,000; AID 2300;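 active means percent inhibition above the cutoff of mean plus 3 SD of all tested compounds, set per screening campaign, cut at about 20% in these data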;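 further: 0% = DMSO wells and 100% = biotin wells as full block of FRET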
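Material: NR2E3–RetCOR corepressor complex / Amount: 1.35 nM GST-NR2E3 / Medium: Tris pH 7.5 / Compound: single nominal compound dose of 4.8 µM / Incubation: 5 h at 4 °C / Technique: TR-FRET, Eu(K)-anti-GST donor, streptavidin-D2 acceptor, ex 340, em 617/671 nm / Read-out basis: percent loss of FRET ratio relative to control wells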
aDG glyco act – increases alpha dystroglycan glycosylation; Pro5-aDG cells, alpha-DG glycosylation AlphaScreen (IIH6); 0% Pro5, 100% B10-LARGE cell signal; activation, % at 10 µM; hit rate 0.22% among 360,000;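 active means activation of at least 8% versus controls, or a plate z-score of at least 8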;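 further: Pro5 are CHO cells carrying HIG-tagged alpha-DG that lacks glycosylation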
CF NFkB inh – blocks PAF-induced NF-kB reporter in cystic fibrosis cells; hit rate 0.86% among 360,000; KKLEB NF-kB-GFP reporter, GFP fluorescence overnight; inhibition, % at 5 µM;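 active means at least 50% inhibition at 5 µM, scaled per plate between neutral and stimulator controls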;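 further: PAF is a Pseudomonas aeruginosa culture filtrate used as stimulus; plate controls were PAF-stimulated DMSO wells for no effect and unstimulated DMSO wells for full effect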
TRPM1 prom inh – reduces MITF-dependent TRPM1 promoter luciferase signal | SK-MEL-5 TRPM1 promoter luciferase, 24 h | inhibition, % at 12.5 µM | hit rate 0.83% among 330,000 | AID 488899;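 active means mean inhibition across replicates of 60% or more, whatever share of single replicates reaches that level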; further: values of inactives mirror those of a sister screen read the other way
Shn3 inh set2 – Schnurri-3 reporter inhibition in Clone20 osteoblasts | Clone20 osteoblast Shn3 3'UTR firefly luciferase, 24 h | inhibition, % at 12.5 µM | hit rate 0.52% among 360,000 | AID 588674;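 active means mean inhibition of at least 75% with every replicate also reaching 75%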;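 further: 0% = median of neutral control wells and 100% = pilot-screen positive control compound; some compounds past the cut are filed as inactive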
KKLEB cytotox – CF airway cell cytotoxicity counter-screen. hit rate 0.36% among 360,000. activity change (cytotoxicity), % at 5 µM. AID 602141. KKLEB CF airway cells viability, ATPlite luminescence, overnight; active compounds read low; cells stimulated with P. aeruginosa culture filtrate;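 active means corrected activity change at or below -50% at 5 µM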
TWEAK-Fn14 inh – TWEAK-Fn14 signaling inhibition. TWEAK-stimulated Fn14 reporter cells, luciferase luminescence, 8 h. inhibition, % at 10 µM. hit rate 2% among 360,000; in the data active means inhibition above about 50%
HIF-2a inh – inhibitors of HIF-2a. inhibition, % at 18.8 µM. hit rate 0.72% among 360,000. 786-0 RCC cells HIF-2a reporter, luciferase luminescence, overnight. AID 624352;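 active means inhibition of the luminescence signal of 40% or more relative to plate controls, in a single-dose primary screen at 18.75 µM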
Active calls of the source: *; . = no result given.

SMILES	Peg3 promoter	NR2E3 ag-1	iPSC survival up	NR2E3 ag-2	aDG glyco act	CF NFkB inh	TRPM1 prom inh	Shn3 inh set2	KKLEB cytotox	TWEAK-Fn14 inh	HIF-2a inh
Cc1ccc(S(=O)(=O)Oc2ccc(/C=C(/NC(=O)c3ccccc3)C(=O)Nc3ccccc3)cc2)cc1	9.9	11.6	0.9	1.3	-0.4	11.9	-6.9	0.1	-23.7	25.8	5.2
COc1ccc(C(=O)c2cnc[nH]2)cc1	-4.4	-27.8	-0.4	-2.5	1.0	2.9	-23.9	-5.3	1.0	1.0	-160.3
O=C(CSc1nnc(CNc2ccc(Cl)cc2)o1)Nc1nc2ccccc2s1	14.5	-5.4	2.9	1.3	0.3	6.0	10.6	14.8	-6.3	10.4	3.2
O=C(Nc1ccccc1N1CCOCC1)c1ccc(Br)o1	1.8	14.2	0.2	0.6	0.7	-6.1	-21.2	12.4	4.2	-6.2	-18.8
C(=N\NCc1ccccc1)/c1ccc2nccnc2c1	-184.3	-39.6	-0.1	3.9	-0.1	9.7	.	-88.5	8.1	8.1	-188.9
O=C(Nc1nc(-c2ccccc2)cs1)c1ccc(N2CCOCC2)c([N+](=O)[O-])c1	66.7*	67.3	-0.3	-0.6	1.4	8.4	80.4*	81.9	-17.2	105.8*	-14.6
O=C(O)c1ccc(/C=N/O)cc1	15.2	3.7	1.1	-1.4	0.1	7.3	6.7	-9.6	-0.7	-4.2	14.5
COc1ccc(/C=C2\N=C(SC)NC2=O)cc1	-39.9	3.2	7.0	-4.6	0.1	6.9	-3.5	-22.1	-9.8	0.8	-8.1
COc1nnc(-c2ccc(C)c(S(=O)(=O)NCCO)c2)c2ccccc12	15.0	-18.4	0.1	-1.3	0.0	5.5	7.4	-6.6	-27.4	-9.9	4.8
Cc1cccc(NC(=O)NCCN2CCCCC2)c1	5.9	-0.4	0.1	-0.2	0.0	-9.6	-7.5	-9.2	-2.8	35.5	10.3
O=C(c1ccc(N2CCOCC2)c([N+](=O)[O-])c1)N1CCCC(C(F)(F)F)C1 (stereo not drawn)	-6.7	-48.8	-0.2	-0.4	-0.2	-12.7	-4.8	7.6	14.6	2.9	1.7
CC(C)(C)c1ccc(OCCC(=O)OCC(=O)NC2CC2)cc1	10.9	-18.7	0.4	-0.4	0.4	4.2	16.5	-0.9	0.9	3.3	-0.3
COc1ccc(C(=O)N[C@H](C(=O)NCCc2ccc3c(c2)OCCO3)C(C)C)cc1	-2.0	9.6	-0.4	.	0.1	7.9	0.3	13.0	10.9	18.0	3.9
Cc1cc([N+](=O)[O-])ccc1NCc1ccccc1	-65.1	11.6	-1.1	2.4	0.3	7.9	4.5	-10.1	-10.5	4.4	-7.5
CC1CCN(C(=O)CSc2ccc(-c3cccc([N+](=O)[O-])c3)nn2)CC1	21.7	2.5	1.0	-1.2	-0.2	-16.3	-5.1	18.8	-17.2	-13.4	25.6
CC(C)(C)C(=O)NC1CC2CCCC(C1)N2C(=O)Nc1ccccc1Cl (stereo not drawn)	14.8	11.2	-0.4	.	0.0	7.9	7.0	8.1	10.8	18.0	15.0
O=C(O)/C=C/c1ccccc1[N+](=O)[O-]	22.1	-20.0	0.6	0.1	0.0	-1.6	24.9	-2.6	10.5	-5.8	14.0
COc1cccc(CN2C(=O)CCC2(C)C(=O)NC2CCCCCC2)c1 (stereo not drawn)	-4.4	4.7	-2.4	0.6	0.1	-2.5	8.3	10.8	1.7	10.0	12.4
CCN1C(=O)[C@@H]2[C@H](C1=O)[C@@H]1C(=O)Nc3ccccc3C(=O)N1[C@@H]2c1ccccc1	13.1	-16.6	-0.5	3.9	0.0	2.3	2.9	-7.3	3.5	0.1	2.1
CCOc1ccc2nc(NC(=O)C3CCN(C(=O)c4ccco4)CC3)sc2c1	-182.5	-81.2	0.1	3.1	0.1	-0.9	-75.9	-24.3	-0.3	-45.8	-189.6
Cc1cccc(C(=O)N2CCC(=O)N([C@H](COCc3ccc(Cl)cc3)Cc3ccccc3)CC2)c1	.	-15.5	-0.9	.	-0.1	.	.	.	.	-0.4	-1.5
Clc1cccc(Oc2cnc3ccccc3n2)c1	-50.9	-6.0	1.2	-1.7	-0.1	1.8	-22.7	-11.4	3.8	-0.1	-86.4
CC(C)Cc1cc(C(=O)N2CCC(N3CCC(C(=O)NC4CC4)CC3)CC2)n[nH]1	34.7	-1.9	-0.6	0.9	-0.1	2.3	-0.3	-6.2	2.2	1.4	-4.0
CCn1nc(C)c(CNC(=O)CCc2nnc(Cc3c[nH]c4ccccc34)o2)c1C	-2.5	-10.3	-0.5	-3.8	-0.2	7.3	8.3	1.4	12.0	2.1	8.8
O=C(NCCN1CCOCC1)c1cc2cc(Br)ccc2oc1=O	0.5	-4.0	0.5	5.3	0.1	9.6	2.9	-2.4	5.1	-25.9	8.7
O=C(C[n+]1ccccc1)N/N=C/c1ccc(Br)cc1	-3.6	7.1	4.0	2.8	-0.1	-0.5	7.5	-1.0	-6.4	-3.7	4.8
CCn1cc(CN2CCCC(C(=O)c3ccc(-c4ccccc4)cc3)C2)cn1 (stereo not drawn)	0.3	-9.2	-0.6	-1.4	1.1	7.9	2.7	15.4	10.1	3.6	-15.4
Cc1ccc([N+](=O)[O-])cc1S(=O)(=O)Nc1cccc(-c2ccc(N3CCCC3)nn2)c1	-114.1	-44.4	0.0	-3.1	0.1	-7.3	-29.1	-23.2	-11.0	-15.1	-114.7
CC(C)(C)NS(=O)(=O)c1ccc(NS(=O)(=O)c2ccc(F)cc2)cc1	-45.9	18.0	3.1	2.3	0.0	-4.9	-7.6	6.7	4.3	-13.7	-39.5
COC(=O)c1ccc(COc2ccc(/C=N/NC(=O)C(=O)Nc3ccc(OC)cc3)cc2OC)o1	29.2	-22.5	0.0	2.8	0.2	6.8	.	7.6	-18.7	-4.3	7.3
COc1ccc(Br)cc1/C=C/C(=O)Nc1ccc2ccccc2c1	-61.6	-43.7	1.8	4.3	0.1	-31.0	-10.3	-39.8	17.7	-12.5	-89.5
CCCN(CC(=O)Nc1ccccc1C)C(=O)c1cn2ccccc2n1	-7.7	-10.5	5.3	3.8	-0.2	-6.9	-0.5	-0.6	9.8	-7.0	8.9
CCOC(=O)c1ccc(NC(=O)CSc2nnc(CNc3ccc(C)cc3)n2C)cc1	-7.7	-14.8	-3.6	-1.3	-0.1	9.0	-1.4	5.4	0.2	7.4	-27.1
O=C(O)c1ccc2c(=O)n3c(nc2c1)/C(=C/c1cccc(Cl)c1Cl)CC3	9.6	-28.6	0.4	0.2	0.1	-21.5	8.6	-19.5	0.8	13.4	-1.5
CCCCC1=CC2=CC(=O)C(C)(OC(=O)c3cccs3)C(=O)C2=CO1 (stereo not drawn)	7.8	13.1	0.9	5.3	-0.2	-10.6	0.9	0.0	11.1	7.6	13.5
Cc1ccc(Oc2ccccc2/C=C2\SC(=O)N(C)C2=O)cc1	25.4	-12.8	-1.1	2.0	-0.2	5.0	-15.2	17.9	-14.3	7.0	6.8

By substructure, those above containing bromine
SMILES	Peg3 promoter	NR2E3 ag-1	iPSC survival up	NR2E3 ag-2	aDG glyco act	CF NFkB inh	TRPM1 prom inh	Shn3 inh set2	KKLEB cytotox	TWEAK-Fn14 inh	HIF-2a inh
O=C(Nc1ccccc1N1CCOCC1)c1ccc(Br)o1	1.8	14.2	0.2	0.6	0.7	-6.1	-21.2	12.4	4.2	-6.2	-18.8
O=C(NCCN1CCOCC1)c1cc2cc(Br)ccc2oc1=O	0.5	-4.0	0.5	5.3	0.1	9.6	2.9	-2.4	5.1	-25.9	8.7
O=C(C[n+]1ccccc1)N/N=C/c1ccc(Br)cc1	-3.6	7.1	4.0	2.8	-0.1	-0.5	7.5	-1.0	-6.4	-3.7	4.8
COc1ccc(Br)cc1/C=C/C(=O)Nc1ccc2ccccc2c1	-61.6	-43.7	1.8	4.3	0.1	-31.0	-10.3	-39.8	17.7	-12.5	-89.5

The list goes on:
SMILES	Peg3 promoter	NR2E3 ag-1	iPSC survival up	NR2E3 ag-2	aDG glyco act	CF NFkB inh	TRPM1 prom inh	Shn3 inh set2	KKLEB cytotox	TWEAK-Fn14 inh	HIF-2a inh
Cc1ccc(-c2nnn(CC(=O)N3CCN(c4ccccc4)CC3)n2)o1	3.7	3.6	1.5	6.4	-0.1	11.0	-0.5	3.1	-8.9	-0.2	-2.6
O=C(CSc1nnnn1-c1ccccc1)NC(=O)Nc1ccc2c(c1)OCCO2	-239.2	-17.2	7.7	1.3	-0.3	5.4	-36.8	11.0	-3.4	1.6	-193.1
CC1(C(=O)NC2CCN(Cc3ccccc3)CC2)CCN1CCc1ccccc1 (stereo not drawn)	-17.1	3.1	-3.3	.	-0.4	21.5	.	-11.8	5.1	-2.0	6.9
CCOC(=O)/C(C#N)=C1/SC(CCO)C(=O)N1c1ccccc1 (stereo not drawn)	1.0	-4.9	0.6	-0.8	-0.1	-2.5	5.8	-12.3	-2.5	3.3	11.6
COc1cc(NC(=O)C2CCCCN2)ccc1OCC(C)C (stereo not drawn)	14.8	7.8	-4.4	6.3	-0.2	6.4	1.1	2.4	2.6	-10.8	13.9
c1ccc(C2[C@H]3CN(Cc4cccnc4)[C@H](c4ccccc4)C34CC2(c2ccccc2)C4)cc1 (stereo partly drawn)	7.0	13.5	-0.4	-1.6	0.1	53.4*	15.7	3.2	-19.0	1.9	-19.4
COc1ccc2c(ccc[n+]2CC(=O)c2ccccc2)c1	20.7	-14.6	-0.5	.	-0.2	14.6	14.2	-10.8	6.6	2.1	10.4
CC(=O)NN1C(=O)/C(=C\c2ccc(C)cc2)SC1=S	-26.8	-6.4	5.5	-2.0	-0.2	-7.8	24.8	-25.3	9.5	1.3	1.5
CCN(C(=O)COC(=O)C1=COCCO1)c1c(N)n(Cc2ccccc2)c(=O)[nH]c1=O	4.5	-37.1	2.4	.	-0.1	4.0	-0.4	0.1	-8.1	0.7	5.9
CCOC(=O)N1CCN(C(=O)Cn2c(=O)sc3ccccc32)CC1	-6.0	-30.3	-0.5	-1.1	-0.1	7.8	-2.9	0.9	-9.0	-4.2	21.0
COCCOC(=O)c1c(C)oc2ccc(NS(=O)(=O)c3ccc(C(=O)O)cc3)cc12	-14.2	-9.4	2.7	4.8	-0.1	9.6	0.5	-21.8	1.9	-1.2	3.1
CCC1(CC)C(=O)NC(=O)NC1=NCCc1ccc(O)cc1	5.8	-8.5	9.3	0.9	-0.1	-3.1	-0.1	-2.2	-5.2	-7.0	14.1

4 entries already listed, ordered by the number in NR2E3 ag-1, lowest first.
canonical_smiles | NR2E3 ag-1
CCN(C(=O)COC(=O)C1=COCCO1)c1c(N)n(Cc2ccccc2)c(=O)[nH]c1=O | -37.1
COc1ccc2c(ccc[n+]2CC(=O)c2ccccc2)c1 | -14.6
CC(=O)NN1C(=O)/C(=C\c2ccc(C)cc2)SC1=S | -6.4
Cc1ccc(-c2nnn(CC(=O)N3CCN(c4ccccc4)CC3)n2)o1 | 3.6

Screening data (PubChem BioAssay)
